iPSC survival up: enhancers of single-cell hiPSC survival, primary screen, ATPlite luminescence | 100% = ROCK inhibitor wells, 0% = DMSO | survival enhancement, % at 20 µM | 360,000 tested, 0.044% active | AID 602274, 2012; in the data active = survival enhancement above about 18%;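 note: cells exposed to compounds for 16 hours before the ATP read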
Granule exo inh: LAMP-1 surface exposure blockers, TALL-104 cells – cell-based, flow cytometry, MLPCN library, primary screen | TALL-104 LAMP-1 surface exposure; cells stimulated with thapsigargin and PMA | inhibition, % at 10 µM | 360,000 tested, 0.66% active;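 active = inhibition above about 55%, limit read from the data; inconclusive = no clear call, values can overlap the other calls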
H9c2 protect: cardioprotection against H2O2-induced cell death, primary screen, uHTS, H9c2 cells, ATPLite luminescence. H9c2 cardiomyocytes, H2O2 injury protection, 2 h. protection from H2O2 cell death, % at 20 µM. 360,000 tested, 0.63% active;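 active = compounds giving at least 50% protection of heart cells from peroxide-induced death in the single-dose screen, raw or plate-pattern-corrected value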;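 note: 0% = DMSO wells with peroxide and 100% = DMSO wells without peroxide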
ABCB6 inh MLPCN: ABCB6 transporter inhibitors, primary screen, K562-ABCB6 cells, flow cytometry, MLPCN library | ATP-binding cassette sub-family B member 6 (Homo sapiens), Q9NP58 | K562-ABCB6 porphyrin accumulation, 1 h; active compounds read low | fluorescence ratio to DMSO, % at 10 µM | 360,000 tested, 0.19% active | AID 602162, 2011;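 active = fluorescence ratio to DMSO below 75%, the collection mean minus 3 SD; inconclusive = too few cells collected in the well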;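 note: signal is porphyrin accumulated inside mitochondria; 100% equals median channel fluorescence of DMSO control wells; lower ratio means ABCB6 inhibition with less porphyrin fluorescence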
Glyco luc inh: increase of ERlucT glycosylation luciferase signal, primary screen, N-linked glycosylation inhibitor project, D54 ERlucT cells, luminescence, set 2 | D54 ERlucT glycosylation luciferase reporter, 24 h; percent of 100 nM tunicamycin response | reporter increase, % at 12.5 µM | 360,000 tested, 0.23% active;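 active = mean luciferase reporter signal, scaled so untreated is 0 and the glycosylation-blocking control 100, at or above a set limit in every replicate; inconclusive = mean reaches the limit but not every replicate does; inactive = mean below the limit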;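 note: luciferase carries N-glycosylation sites so blocking glycosylation raises the light; 0% = median of neutral control wells and 100% = median of 100 nM tunicamycin wells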
ABHD5-PLIN5 inh: ABHD5-PLIN5 interaction inhibitors, primary screen, cell lysate, split luciferase complementation, luminescence; inhibition, % at 4 µM; AID 602281, 2012; 360,000 tested, 0.78% active; Perilipin-5 (Homo sapiens) + 1-acylglycerol-3-phosphate O-acyltransferase ABHD5 (Homo …; Split G. princeps luciferase complementation, 4 h;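 active = inhibition above the mean inhibition across every tested compound plus 3 SD, cut at about 22% in these data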;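 note: 0% = DMSO only wells and the 100% control is not disclosed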
MC4R ag barr: MC4R agonists recruiting beta-arrestin, primary screen, cell-based, luminescence, agonist arm of biased-ligand search; Melanocortin receptor 4 (Homo sapiens), P32245; U2OS MC4R beta-arrestin complementation; percent of melanotan II response, DMSO zero; activation, % at 8.9 µM; 360,000 tested, 0.98% active;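 active = activation above a per-plate cutoff, the mean activation of sample wells on that plate plus 3 SD, cut at about 8% in these data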
Target sequence (P32245 whole entry, looked up): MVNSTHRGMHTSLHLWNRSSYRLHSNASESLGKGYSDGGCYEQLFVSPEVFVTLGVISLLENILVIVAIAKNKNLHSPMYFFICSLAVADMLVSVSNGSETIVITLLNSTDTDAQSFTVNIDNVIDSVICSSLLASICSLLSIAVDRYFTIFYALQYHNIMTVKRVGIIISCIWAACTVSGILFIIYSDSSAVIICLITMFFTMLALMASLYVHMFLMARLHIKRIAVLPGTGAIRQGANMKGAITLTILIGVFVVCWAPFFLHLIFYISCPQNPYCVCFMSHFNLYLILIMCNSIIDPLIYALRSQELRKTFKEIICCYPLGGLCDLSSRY
m5-HT2A agonist: mouse Htr2a agonists via beta-arrestin recruitment, primary screen, cell-based, luminescence; 5-hydroxytryptamine receptor 2A (Mus musculus), P35363; CHO-K1 mHTR2A beta-arrestin complementation; percent of 30 µM serotonin response; activation, % at 7.6 µM; 360,000 tested, 0.66% active;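 active = activation above a run cutoff, the mean activation of all tested compounds plus 3 SD, cut at about 14% in these data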;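 note: 0% = plate median of compound wells and 100% = 30 µM serotonin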
Target sequence (P35363 whole entry, looked up): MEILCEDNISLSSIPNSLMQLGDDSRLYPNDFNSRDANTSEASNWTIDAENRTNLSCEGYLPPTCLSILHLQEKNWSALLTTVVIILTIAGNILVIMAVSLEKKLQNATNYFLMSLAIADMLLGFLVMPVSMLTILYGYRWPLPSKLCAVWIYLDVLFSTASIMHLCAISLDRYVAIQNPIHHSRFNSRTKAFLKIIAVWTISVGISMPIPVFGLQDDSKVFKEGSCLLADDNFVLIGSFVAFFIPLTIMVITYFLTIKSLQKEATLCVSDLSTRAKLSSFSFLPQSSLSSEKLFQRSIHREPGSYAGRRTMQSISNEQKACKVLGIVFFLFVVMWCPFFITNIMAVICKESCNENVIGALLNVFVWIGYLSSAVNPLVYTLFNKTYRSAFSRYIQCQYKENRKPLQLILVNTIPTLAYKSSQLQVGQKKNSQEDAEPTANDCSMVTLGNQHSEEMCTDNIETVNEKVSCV
aDG glyco up: activators of alpha-DG glycosylation, primary screen, uHTS, Pro5-aDG cells, AlphaScreen; alpha-DG glycosylation AlphaScreen (IIH6); 0% Pro5, 100% B10-LARGE cell signal; activation, % at 10 µM; 360,000 tested, 0.22% active;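 active = activation of at least 8% versus controls, or a plate z-score of at least 8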;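 note: Pro5 are CHO cells carrying HIG-tagged alpha-DG that lacks glycosylation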
MC4R antagonist: MC4R antagonists of cAMP signaling, primary screen, cell-based, TR-FRET, antagonist arm of biased-ligand search. Melanocortin receptor 4 (Homo sapiens), P32245. MC4R-expressing cells, MTII-stimulated cAMP, LANCE TR-FRET. inhibition, % at 6.5 µM. 360,000 tested, 0.48% active. AID 540295, 2011;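 active = inhibition above its plate's cutoff, the mean of tested wells on that plate plus 3 SD, cut at about 29% in these data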;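 note: 0% = Melanotan II alone and 100% = Melanotan II plus saturating MCL0020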
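Assay system: U2OS-MC4R stable cell line; Also added: Melanotan II; Technique: Eu-cAMP/anti-cAMP TR-FRET, emission 671 nm; Times: 30-min compound, 1-h challenge, 1-h detection, room temperature.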
Starred values were filed as active, the others as inactive; ? = inconclusive; · = not tested or not shown.

Results follow in this order: iPSC survival up, Granule exo inh, H9c2 protect, ABCB6 inh MLPCN, Glyco luc inh, ABHD5-PLIN5 inh, MC4R ag barr, m5-HT2A agonist, aDG glyco up, MC4R antagonist
CC(=O)c1cc(-c2ccccc2)n(CCC(=O)NC2CCC(C)CC2)c1C (stereo unspecified)
    1.6, -1.0, 6.0, 95.0, -0.2, 1.0, -1.9, -5.6, 0.0, 3.0
COc1ccc(-c2nc3ccccc3n2OCC(=O)O)cc1
    -3.2, 3.6, -16.2, 101.0, -0.8, -2.1, -0.7, 1.0, -0.2, 28.4
Cc1ccc2c(c1)N(CC(=O)NCC1CCCO1)C(=O)C(C)O2 (stereo unspecified)
    4.5, -3.8, -14.9, 98.0, ·, 5.3, 1.4, 2.8, 0.0, -0.5
Cc1ccc(C[n+]2cc(-c3ccc(Cl)cc3)n3c2CCC3)cc1
    0.2, 1.5, -12.3, 95.0, 2.7, 9.2, -0.9, -3.7, 0.0, 5.6
CCn1cc(C(=S)N2CCC(C(N)=O)CC2)c2ccccc21
    -0.6, 1.4, -6.8, 101.0, 3.0, -8.8, -2.5, -0.6, -0.2, -0.8
COC(=O)c1c(-c2ccsc2)oc2ccc(-c3cc(OC)c(OC)c(OC)c3)cc12
    -2.6, -28.7, 4.8, 94.0, -1.6, 4.3, 0.1, -1.2, -0.1, 8.7
O=C(Nn1c(C2CCCCC2)nc2ccccc2c1=O)c1ccc(Cl)c([N+](=O)[O-])c1
    0.1, 3.2, -15.5, 93.0, -0.2, -3.3, 0.8, 0.5, -0.1, 17.3
COc1ccc(OC)c(S(=O)(=O)N2CCC(C(=O)NC3CCCCCC3)CC2)c1
    -0.7, 40.9, -2.4, 97.0, 3.2, -2.7, -2.0, -1.8, -0.1, -2.7
COc1cc(/C=C/C(=O)c2ccc(Cl)s2)cc(OC)c1O
    -2.2, 9.7, 19.7, 106.0, ?, 38.1*, -4.5, -6.0, 0.4, 19.2
O=c1[nH]c2cc3c(cc2cc1C(c1nnnn1Cc1ccccc1)N1CCN2CCCC2C1)OCCO3 (stereo unspecified)
    3.8, 0.1, 0.7, 98.0, 5.6, -0.6, -2.5, -2.2, -0.4, -6.0
COc1cccc2c(N/N=C/c3ccc(O)c(O)c3)cc(C)nc12
    -0.2, -1.7, 20.5, 90.0, -0.4, -5.6, -2.1, -0.6, 0.2, 4.1
C/C(=N\NC(=O)C1(C)CC1(Br)Br)c1cccc(NC(=O)C(C)(C)C)c1 (stereo unspecified)
    2.0, -3.1, 8.6, 99.0, 0.5, -3.4, 0.5, 1.4, -0.2, 13.8
COc1cccc(NC(=S)N2CCc3cc(OC)c(OC)cc3C2COc2ccc3c(C)cc(=O)oc3c2)c1 (stereo unspecified)
    0.3, -1.2, 7.4, 97.0, 2.5, 4.8, 1.1, -3.6, -0.2, 6.5
Cc1cc2nc[nH]c2cc1[N+](=O)[O-]
    0.2, -1.1, 8.5, 100.0, 0.4, 2.2, -0.2, -0.5, 0.3, 28.7*
CCOC(=O)[C@@H]1[C@H]2COc3cc(OC)ccc3[C@H]2N2C(=O)N(c3cccc(Cl)c3)C(=O)[C@]12C
    -3.3, 1.5, -6.8, 103.0, -5.9, -5.7, 0.2, -0.7, 0.1, 9.8
COc1ccc(C=NCC2OCCc3ccccc32)cc1OC (stereo unspecified)
    0.3, 33.3, 8.3, 108.0, 0.3, 2.1, -0.2, 1.6, -0.1, -3.8
O=C(NCc1cccnc1)c1ccc(COc2ccccc2Cl)cc1
    0.3, -5.7, -25.6, 93.0, -5.2, 0.6, -2.2, -3.6, 2.1, -7.2
COC(CNC(=O)c1ccc2c(c1)ncn2-c1cc(C)cc(C)c1)OC
    -0.5, -8.2, -0.2, 94.0, 0.8, 5.6, -2.1, -1.4, 0.0, 4.6
CC(C(=O)NCC1CCCO1)N1C(=O)C2C3CC(C(Br)C3Br)C2C1=O (stereo unspecified)
    0.5, 3.3, 5.8, 90.0, 0.7, -3.6, 0.5, 3.6, 0.1, -1.9
Cc1ccc(N2CN=c3s/c(=C\c4ccccn4)c(=O)n3C2)cc1
    -2.9, 2.6, 6.3, 104.0, -0.1, -11.3, -0.1, 0.3, 0.3, -3.8

Structures listed above printed as active in ABHD5-PLIN5 inh:
mol,Granule exo inh,ABCB6 inh MLPCN,Glyco luc inh,ABHD5-PLIN5 inh,MC4R ag barr,m5-HT2A agonist,aDG glyco up,MC4R antagonist
COc1cc(/C=C/C(=O)c2ccc(Cl)s2)cc(OC)c1O,9.7,106.0,?,38.1*,-4.5,-6.0,0.4,19.2

New compounds follow:
Results follow in this order: iPSC survival up, Granule exo inh, H9c2 protect, ABCB6 inh MLPCN, Glyco luc inh, ABHD5-PLIN5 inh, MC4R ag barr, m5-HT2A agonist, aDG glyco up, MC4R antagonist
COc1nc(NCCO)nc(Nc2ccc([N+](=O)[O-])cc2)n1
    -0.4, 15.2, -1.3, 99.0, 4.6, 9.8, 0.0, 1.9, -0.3, -3.7
CCCCOc1ccc(C(=O)N2CCNC(=O)C2CC(=O)OC(C)C)cc1 (stereo unspecified)
    0.1, 1.6, 7.2, 99.0, 1.0, -0.5, -1.9, 4.7, 0.1, -3.2
COc1ccc(CNC(=O)CCCn2ncn3c(cc4occc43)c2=O)cc1
    1.2, -3.0, 7.5, 102.0, -1.2, 0.4, -0.9, -4.1, -0.3, -2.1
CC(C)COC(=O)C(C#N)c1nc2ccccc2nc1N1CCN(Cc2ccccc2)CC1 (stereo unspecified)
    1.7, 8.7, 0.4, 119.0, -0.7, -5.6, -2.6, -9.1, -0.4, 0.4
Nc1nnc(SCC(=O)NC2CCCCC2)n1-c1ccccc1
    1.6, 1.1, -0.8, 101.0, -0.2, -5.8, -1.7, -0.8, 0.7, 4.3
c1ccc(-c2ccccc2OCCCN2CCCCCC2)cc1
    -0.7, -0.8, -7.1, 92.0, 5.2, 10.0, -0.8, -10.3, 1.5, 2.3
CSCCC(NS(=O)(=O)c1ccc(Cl)cc1)C(=O)OCC(=O)N1CCOCC1 (stereo unspecified)
    0.2, 2.7, -0.1, 95.0, 0.7, -0.3, -2.7, 0.8, 0.0, 7.1
Cn1cccc1Cc1nnc(SCC(N)=O)n1-c1ccc(F)cc1
    2.0, 0.2, 3.6, 95.0, -4.4, 1.3, -0.7, -0.8, 0.1, -4.2
CN(C)S(=O)(=O)c1ccc(NC(=O)CSc2nnnn2C)cc1
    1.9, -1.7, 4.6, 94.0, 0.7, -4.2, 0.1, -2.2, -0.2, 0.8
CN(C)CCCN(C(=O)c1sc2ccccc2c1Cl)c1nc2ccc(F)cc2s1
    -1.7, -2.4, -20.8, 99.0, -10.8, 25.0*, 1.2, -4.4, -0.2, -8.1
CN(Cc1ccccc1)S(=O)(=O)c1ccc(NC(=O)c2ccccc2C(=O)O)cc1
    0.0, 5.0, 4.4, 101.0, 0.0, -0.2, 0.8, -3.0, -0.2, -2.1
O=C(CN1C(=O)c2cccc3cccc1c23)Nc1ccc(S(=O)(=O)N2CCOCC2)cc1
    -2.3, 26.2, -5.6, 85.0, 1.8, -3.9, -1.9, -4.5, 0.0, -2.8
O=C(CNC(=O)COc1ccccc1)NCCc1ccccn1
    -0.4, -3.4, 3.6, 92.0, 1.7, 1.1, 1.2, 9.0, 0.2, 14.8
CC(C)CC(=O)c1c(O)c(C=O)c(O)c2c1O[C@@]1(C)[C@@H](C2)C[C@H]2C[C@@H]1C2(C)C
    -2.7, -3.5, 11.6, 104.0, 1.5, -4.6, -0.5, 3.2, -0.1, -3.3
Cc1cccc(C)c1-n1nnnc1C1(Nc2ccccc2)CCCCC1
    0.1, 24.5, -21.7, 89.0, -7.9, -8.3, -0.1, 4.6, 5.8, 7.6
CCn1cc(CN2CCCC(C(=O)Nc3ccc(-c4nc5ccccc5[nH]4)cc3)C2)c(C)n1 (stereo unspecified)
    -0.6, 0.6, 3.3, 98.0, -4.6, -1.7, -3.1, -2.5, -0.3, -2.4
CCc1nn(C(C)C(=O)NCc2cccc(Cl)c2)c(=O)c2cc3occc3n12 (stereo unspecified)
    0.5, 1.6, 0.1, 102.0, 0.0, 0.3, -2.4, -4.4, -0.2, -1.3
CC(C)(C)Cc1nnc(NS(=O)(=O)Cc2ccccc2)s1
    -1.1, 0.5, 1.8, 100.0, -0.6, -1.1, -0.3, 1.9, 0.4, -3.6
COc1ccc(/C=C/C(=O)OCc2cc(=O)n3c(n2)sc2ccccc23)cc1
    -0.6, -3.3, 3.0, 100.0, 1.5, 1.7, 2.3, 2.1, -0.1, 0.3
CN(C(=O)COC(=O)CN1C(=O)c2ccccc2C1=O)c1c(N)n(Cc2ccccc2)c(=O)[nH]c1=O
    -0.3, 0.8, -1.6, 101.0, 1.6, 5.2, 0.5, -4.8, -0.1, 6.6
Cc1ccc(C)c(N(CC(=O)NC2CCCC2)C(=O)CCC(=O)Nc2cc(C)on2)c1
    0.2, -1.0, 4.4, 95.0, -0.7, 1.1, 0.5, -7.2, 0.1, -2.5
COc1ccc(CNC(=O)C2CCCN(C(=O)Nc3ccccc3OC)C2)cc1 (stereo unspecified)
    -0.6, -7.6, -3.2, 99.0, 2.5, -0.8, 0.5, 2.2, 0.0, -1.1
O=C(COC(=O)/C=C/c1ccc(Cl)cc1)NCCN1C(=O)CSC1=O
    -0.9, -3.6, 1.1, 96.0, 1.9, -1.2, 4.8, 2.2, 0.6, 20.7
COc1cc(C2OCC3C(c4ccc(OC5OC(CO)C(O)C(O)C5O)c(OC)c4)OCC23)ccc1O (stereo unspecified)
    -1.6, 5.8, 1.2, 101.0, 1.9, -8.8, 2.0, 6.0, 0.4, 5.5
C#CCN(C[C@@H]1[C@@H](OC(=O)NC2CC2)[C@@H](OC(=O)NC2CC2)Cn2c(=O)ccc(=O)n21)S(=O)(=O)c1ccc(C)cc1
    -1.0, 14.8, -0.4, 99.0, -3.7, 7.8, -1.8, 1.4, -0.1, 10.1
Cc1ccc(S(=O)(=O)N2CCCC2CNC(=O)C(=O)NC2CCCC2)cc1 (stereo unspecified)
    -0.2, 0.8, 1.4, 89.0, -2.9, 6.1, -1.7, 1.4, -0.2, 6.3
O=C(Nc1cccc(C(=O)Nc2cccc(C(F)(F)F)c2)c1)c1ccc(=O)[nH]c1
    -0.4, -0.7, 4.7, 99.0, 1.9, 3.4, 0.1, -0.5, 0.1, 9.4
COc1ccccc1N1CCN(C(c2ccc(Cl)cc2)c2nnnn2C(C)(C)C)CC1 (stereo unspecified)
    4.2, 17.1, 2.8, 91.0, -6.4, 7.5, -0.8, 0.5, 0.1, 1.4
